APJ antagonist: APJ receptor antagonism; P35414; CHO-K1 APJ beta-arrestin complementation, luminescence; inhibition, % at 20 µM; hit rate 0.32% among 330,000; AID 2521;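 active means inhibition above about 40% at 20 µM, limit read from the data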;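 further: cells challenged with 10 nM apelin-13 agonist together with compound; plate controls were apelin-13 plus DMSO wells for no effect and DMSO wells lacking apelin-13 for full effect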
Target sequence (P35414 whole entry, looked up): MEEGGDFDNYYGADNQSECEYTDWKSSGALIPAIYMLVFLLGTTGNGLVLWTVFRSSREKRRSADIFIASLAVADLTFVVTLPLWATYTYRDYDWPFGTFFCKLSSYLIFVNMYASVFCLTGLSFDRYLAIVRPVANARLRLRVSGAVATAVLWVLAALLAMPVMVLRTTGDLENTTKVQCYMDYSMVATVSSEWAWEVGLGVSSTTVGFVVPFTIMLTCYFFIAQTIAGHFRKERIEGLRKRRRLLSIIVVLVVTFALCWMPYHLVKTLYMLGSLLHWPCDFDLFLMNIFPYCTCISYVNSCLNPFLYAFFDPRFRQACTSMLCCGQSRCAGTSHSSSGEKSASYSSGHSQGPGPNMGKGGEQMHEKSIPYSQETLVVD
CCR6 antagonist: CCR6 (human) receptor antagonism. P51684. CHO-K1 CCR6 PathHunter beta-arrestin, luminescence, CCL20-stimulated. inhibition, % at 20 µM. hit rate 0.49% among 340,000. AID 493098;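 active means compounds whose inhibition of the agonist-driven luminescence signal at 20 µM reaches about 50%, limit read from the data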;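 further: cells stimulated with CCL20 at 14 nM final; plate controls were DMSO with CCL20 for no effect and DMSO without agonist for full effect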
UBC13 polyUb: blocks human UBC13 polyubiquitin chain formation | P61088 | TR-FRET | inhibition, % at 20 µM | hit rate 0.47% among 330,000 | AID 485273; in the data active means inhibition above about 45%, passing the limit was not always enough
Target sequence (P61088 whole entry, looked up): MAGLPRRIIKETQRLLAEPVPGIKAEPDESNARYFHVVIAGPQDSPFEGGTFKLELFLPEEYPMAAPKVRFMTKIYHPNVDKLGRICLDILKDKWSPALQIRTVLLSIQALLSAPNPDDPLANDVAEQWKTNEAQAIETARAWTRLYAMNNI
EBI2 antag: EBI2 (human) antagonism | P32249 | inhibition, % at 5 µM | hit rate 0.81% among 360,000 | EBI2 beta-arrestin recruitment, luminescence, 7a,25-OHC stimulated; in the data active means inhibition above about 38%;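 further: enzyme fragment complementation signal reports receptor beta-arrestin coupling in cells; 0% = agonist plus DMSO wells and 100% = wells without agonist; some results beyond the cut were filed as inactive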
Target sequence (P32249 whole entry, looked up, the tested form may be a part): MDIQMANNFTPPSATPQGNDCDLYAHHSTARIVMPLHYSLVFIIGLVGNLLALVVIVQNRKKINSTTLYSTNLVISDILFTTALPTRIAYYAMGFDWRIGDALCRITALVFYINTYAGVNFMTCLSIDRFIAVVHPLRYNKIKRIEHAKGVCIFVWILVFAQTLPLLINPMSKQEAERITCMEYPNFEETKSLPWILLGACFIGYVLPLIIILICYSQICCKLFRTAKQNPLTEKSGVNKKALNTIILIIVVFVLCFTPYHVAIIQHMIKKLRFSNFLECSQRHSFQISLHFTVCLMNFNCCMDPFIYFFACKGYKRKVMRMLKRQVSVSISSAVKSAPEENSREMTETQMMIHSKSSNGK
697 NFkB inh: lowers PMA/ionomycin-induced NF-kB signal in 697 B cells | 697 B-cell NF-kB luciferase reporter, 16 h | inhibition, % at 4 µM | hit rate 0.33% among 330,000 | AID 435022; in the data active means inhibition above about 35%
CXCR6 inh: inhibitors of human CXCR6 receptor; O00574; CHO-K1 PathHunter CXCR6 beta-arrestin, luminescence; inhibition, % at 20 µM; hit rate 0.36% among 360,000; in the data active means inhibition above about 34%, passing the limit was not always enough;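 further: antagonist mode with CXCL16 agonist at 10 nM final; 0% = 10 nM CXCL16 with DMSO and 100% = unstimulated wells without agonist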
Jurkat NFkB inh: lowers PMA/ionomycin-induced NF-kB signal in Jurkat cells | PMA/ionomycin-induced NF-kB luciferase reporter, luminescence | inhibition, % at 4 µM | hit rate 0.53% among 330,000; in the data active means inhibition above about 50%
Gli-Sufu block: Gli-Sufu pathway antagonism. inhibition, % at 5 µM. hit rate 0.74% among 340,000. AID 588413. Sufu-KO-LIGHT fibroblasts, Gli luciferase reporter luminescence;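 active means inhibition above about 55%, limit read from the data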;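 further: 0% = DMSO-treated cells and 100% = wells with medium but no cells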
The depositor's hits bear a star.

How did O=C1CC(c2ccccc2)CC(=O)C1CS(=O)(=O)c1ccccc1 (stereo not drawn) do in these assays?
APJ antagonist: 8; CCR6 antagonist: -14; UBC13 polyUb: 4; EBI2 antag: 5; 697 NFkB inh: -1; CXCR6 inh: 0; Jurkat NFkB inh: 2; Gli-Sufu block: -2

Results for CN(C)c1ccc(/C(=N\O)c2ccccc2)cc1 ?
APJ antagonist: -3; CCR6 antagonist: 2; UBC13 polyUb: -9; EBI2 antag: -1; 697 NFkB inh: -34; CXCR6 inh: -1; Jurkat NFkB inh: -28; Gli-Sufu block: -22

Results for Cc1cc(C)cc(N(CC(=O)NC2CCCCCC2)S(=O)(=O)c2c(C)[nH]c(=O)[nH]c2=O)c1 ?
APJ antagonist: 3; CCR6 antagonist: -11; UBC13 polyUb: -4; EBI2 antag: 5; 697 NFkB inh: -8; CXCR6 inh: 15; Jurkat NFkB inh: -14; Gli-Sufu block: -8

What do the screens show for `CCN(CC)S(=O)(=O)c1csc(C(=O)NC2CCCCC2)c1`?
APJ antagonist: -14; CCR6 antagonist: 17; UBC13 polyUb: -2; EBI2 antag: 0; 697 NFkB inh: -24; CXCR6 inh: 10; Jurkat NFkB inh: -11; Gli-Sufu block: -2

How did Cn1c(=O)[nH]c(=O)c2c1nc(Br)n2Cc1cccc(Br)c1 do in these assays?
APJ antagonist: 4; CCR6 antagonist: 4; UBC13 polyUb: -1; EBI2 antag: 1; 697 NFkB inh: -14; CXCR6 inh: -11; Jurkat NFkB inh: 9; Gli-Sufu block: 0

How did O=C(O)C(Cc1c[nH]c2ccccc12)NS(=O)(=O)c1ccc(Br)cc1 (stereo not drawn) do in these assays?
APJ antagonist: 17; CCR6 antagonist: 8; UBC13 polyUb: -2; EBI2 antag: -8; 697 NFkB inh: 1; CXCR6 inh: -5; Jurkat NFkB inh: 20; Gli-Sufu block: 20

Results for Cc1nc2ccccc2c(=O)n1/N=C/c1ccc(N(C)C)cc1 ?
APJ antagonist: 19; CCR6 antagonist: 7; UBC13 polyUb: -6; EBI2 antag: -6; 697 NFkB inh: 4; CXCR6 inh: 5; Jurkat NFkB inh: -19; Gli-Sufu block: -8

How did O=C1CCN(C(=O)c2cccs2)c2ccccc21 do in these assays?
APJ antagonist: 4; CCR6 antagonist: 3; UBC13 polyUb: 8; EBI2 antag: -12; 697 NFkB inh: -1; CXCR6 inh: 2; Jurkat NFkB inh: 0; Gli-Sufu block: 2

What do the screens show for `CCc1ccccc1NC(=O)c1ccc(CN2CCC(Cc3ccccc3)CC2)cc1`?
APJ antagonist: 7; CCR6 antagonist: 28; UBC13 polyUb: 23; EBI2 antag: 12; 697 NFkB inh: -18; CXCR6 inh: 14; Jurkat NFkB inh: 17; Gli-Sufu block: -6

Results for CCOc1ccc(CCNC(=O)c2nnc(CS(=O)(=O)c3ccccc3)o2)cc1OCC ?
APJ antagonist: 10; CCR6 antagonist: 19; UBC13 polyUb: 3; EBI2 antag: -3; 697 NFkB inh: 6; CXCR6 inh: -4; Jurkat NFkB inh: 5; Gli-Sufu block: -5

What do the screens show for `COc1ccc(C)cc1NCC(=O)Nc1ccc(C(C)(C)C)cc1`?
APJ antagonist: -2; CCR6 antagonist: 16; UBC13 polyUb: -5; EBI2 antag: -4; 697 NFkB inh: -24; CXCR6 inh: -2; Jurkat NFkB inh: -15; Gli-Sufu block: -4

What do the screens show for `COc1ccc(NC(=O)c2ccc(S(=O)(=O)N3CCCCCC3)cc2)c(OC)c1`?
APJ antagonist: 8; CCR6 antagonist: 8; UBC13 polyUb: 18; EBI2 antag: 14; 697 NFkB inh: 17; CXCR6 inh: 4; Jurkat NFkB inh: 6; Gli-Sufu block: 10

Results for CCc1sc(C(=O)NCCCN2CCCC2=O)cc1Br ?
APJ antagonist: -6; CCR6 antagonist: 20; UBC13 polyUb: -1; EBI2 antag: -16; 697 NFkB inh: 1; CXCR6 inh: 7; Jurkat NFkB inh: 10; Gli-Sufu block: 3

Results for CCCCn1c(SCc2ccccn2)nc2c1c(=O)n(C)c(=O)n2C ?
APJ antagonist: 10; CCR6 antagonist: -5; UBC13 polyUb: -2; EBI2 antag: -1; 697 NFkB inh: -32; CXCR6 inh: 6; Jurkat NFkB inh: -2; Gli-Sufu block: 8

What do the screens show for `COc1cc(NC(=O)CCc2nnc3ccc(N4CCN(C)CC4)nn23)cc(OC)c1`?
APJ antagonist: 23; CCR6 antagonist: -13; UBC13 polyUb: 5; EBI2 antag: -12; 697 NFkB inh: -58; CXCR6 inh: -2; Jurkat NFkB inh: -12; Gli-Sufu block: -15

2 entries picked at random from the list so far:
Results for CCOc1ccc(CCNC(=O)c2nnc(CS(=O)(=O)c3ccccc3)o2)cc1OCC ?
APJ antagonist: 10; CCR6 antagonist: 19; UBC13 polyUb: 3; EBI2 antag: -3; 697 NFkB inh: 6; CXCR6 inh: -4; Jurkat NFkB inh: 5; Gli-Sufu block: -5

Results for Cc1nc2ccccc2c(=O)n1/N=C/c1ccc(N(C)C)cc1 ?
APJ antagonist: 19; CCR6 antagonist: 7; UBC13 polyUb: -6; EBI2 antag: -6; 697 NFkB inh: 4; CXCR6 inh: 5; Jurkat NFkB inh: -19; Gli-Sufu block: -8

Returning to the listing, starting three compounds before the break.
Results for CCc1sc(C(=O)NCCCN2CCCC2=O)cc1Br ?
APJ antagonist: -6; CCR6 antagonist: 20; UBC13 polyUb: -1; EBI2 antag: -16; 697 NFkB inh: 1; CXCR6 inh: 7; Jurkat NFkB inh: 10; Gli-Sufu block: 3

Results for CCCCn1c(SCc2ccccn2)nc2c1c(=O)n(C)c(=O)n2C ?
APJ antagonist: 10; CCR6 antagonist: -5; UBC13 polyUb: -2; EBI2 antag: -1; 697 NFkB inh: -32; CXCR6 inh: 6; Jurkat NFkB inh: -2; Gli-Sufu block: 8

What do the screens show for `COc1cc(NC(=O)CCc2nnc3ccc(N4CCN(C)CC4)nn23)cc(OC)c1`?
APJ antagonist: 23; CCR6 antagonist: -13; UBC13 polyUb: 5; EBI2 antag: -12; 697 NFkB inh: -58; CXCR6 inh: -2; Jurkat NFkB inh: -12; Gli-Sufu block: -15

Results for COCC(=O)N(Cc1ccco1)c1nnc(C2CCOC2)s1 (stereo not drawn) ?
APJ antagonist: 9; CCR6 antagonist: -4; UBC13 polyUb: -10; EBI2 antag: 1; 697 NFkB inh: -14; CXCR6 inh: 5; Jurkat NFkB inh: -18; Gli-Sufu block: 6

Results for COc1ccc(C(=O)NC(Nc2ccc(C)cc2)C(Cl)(Cl)Cl)cc1 (stereo not drawn) ?
APJ antagonist: 8; CCR6 antagonist: 1; UBC13 polyUb: 4; EBI2 antag: -5; 697 NFkB inh: -32; CXCR6 inh: -1; Jurkat NFkB inh: 17; Gli-Sufu block: 20

What do the screens show for `CC(=O)c1ccccc1C(=O)N1CCCC(CCC(=O)N2CCN(c3ccccn3)CC2)C1` (stereo not drawn)?
APJ antagonist: -6; CCR6 antagonist: 0; UBC13 polyUb: 2; EBI2 antag: 7; 697 NFkB inh: 17; CXCR6 inh: 1; Jurkat NFkB inh: -12; Gli-Sufu block: 2

Results for Fc1ccc(-c2nnn(Cc3nc4ccccc4s3)n2)cc1 ?
APJ antagonist: -10; CCR6 antagonist: 6; UBC13 polyUb: 11; EBI2 antag: -4; 697 NFkB inh: 20; CXCR6 inh: -3; Jurkat NFkB inh: -3; Gli-Sufu block: 0

Results for CCOC(=O)C1CC(CN2C(=O)c3ccccc3C2=O)OC1=O (stereo not drawn) ?
CCR6 antagonist: -11; EBI2 antag: 5; CXCR6 inh: 3; Gli-Sufu block: -3

What do the screens show for `O=c1[nH]c(N/N=C/c2cc3c(cc2[N+](=O)[O-])OCO3)nc2ccccc12`?
APJ antagonist: 18; CCR6 antagonist: 0; UBC13 polyUb: -22; EBI2 antag: 4; 697 NFkB inh: 14; CXCR6 inh: 7; Jurkat NFkB inh: -10; Gli-Sufu block: -16

Results for c1ccc2c(CN3CCOCC3)csc2c1 ?
APJ antagonist: 13; CCR6 antagonist: -11; UBC13 polyUb: -1; EBI2 antag: 5; 697 NFkB inh: 9; CXCR6 inh: -6; Jurkat NFkB inh: 13; Gli-Sufu block: 5

How did CCOC(=O)/C(C#N)=C1/C(=O)N(Cc2ccccc2)c2ccccc21 do in these assays?
APJ antagonist: -34; CCR6 antagonist: 22; UBC13 polyUb: 0; EBI2 antag: -20; 697 NFkB inh: 15; CXCR6 inh: -6; Jurkat NFkB inh: 22; Gli-Sufu block: -3

How did O=C(CN(Cc1ccco1)C(=O)c1ccccc1F)Nc1ccccc1C(F)(F)F do in these assays?
APJ antagonist: 4; CCR6 antagonist: 9; UBC13 polyUb: -6; EBI2 antag: -5; 697 NFkB inh: 3; CXCR6 inh: 3; Jurkat NFkB inh: -16; Gli-Sufu block: -8

Results for O=C(NCCSc1ccccc1)c1ccc(Br)cc1 ?
APJ antagonist: 6; CCR6 antagonist: 27; UBC13 polyUb: -4; EBI2 antag: 10; 697 NFkB inh: -170; CXCR6 inh: -1; Jurkat NFkB inh: -166; Gli-Sufu block: -111

How did CCN(CCCNC(=O)CNC(=O)c1nn(-c2ccc(OC)c(OC)c2)c(=O)c2ccccc12)c1ccccc1 do in these assays?
APJ antagonist: -11; CCR6 antagonist: 0; UBC13 polyUb: -4; EBI2 antag: 11; 697 NFkB inh: -5; CXCR6 inh: 5; Jurkat NFkB inh: 13; Gli-Sufu block: -4

What do the screens show for `Cc1ccccc1NC(=O)CCNS(=O)(=O)c1ccc2c(c1)CCC(=O)N2`?
APJ antagonist: 8; CCR6 antagonist: 1; UBC13 polyUb: 6; EBI2 antag: 0; 697 NFkB inh: 14; CXCR6 inh: -5; Jurkat NFkB inh: 3; Gli-Sufu block: 0

Results for Cc1cc2cc(CNC(=O)c3cccs3)ccc2[nH]1 ?
APJ antagonist: 5; CCR6 antagonist: 7; UBC13 polyUb: -10; EBI2 antag: -4; 697 NFkB inh: -14; CXCR6 inh: 2; Jurkat NFkB inh: -1; Gli-Sufu block: -18

What do the screens show for `CCCN(C(=O)c1cc(-c2ccco2)nc2ccccc12)c1c(N)n(Cc2ccccc2)c(=O)[nH]c1=O`?
APJ antagonist: -2; CCR6 antagonist: 4; UBC13 polyUb: -9; EBI2 antag: -1; 697 NFkB inh: 7; CXCR6 inh: -3; Jurkat NFkB inh: 4; Gli-Sufu block: -8

How did CSc1ccc(/C=c2\s/c(=C\C(=O)C(C)(C)C)n(CC(=O)NCCC3=CCCCC3)c2=O)cc1 do in these assays?
APJ antagonist: -14; CCR6 antagonist: 24; UBC13 polyUb: -26; EBI2 antag: 7; 697 NFkB inh: 14; CXCR6 inh: 14; Jurkat NFkB inh: 0; Gli-Sufu block: 6

How did COC(=O)CSc1nc(C)cc(C)c1C#N do in these assays?
APJ antagonist: 0; CCR6 antagonist: -6; UBC13 polyUb: 1; EBI2 antag: -2; 697 NFkB inh: -11; CXCR6 inh: -4; Jurkat NFkB inh: -1; Gli-Sufu block: 1

Results for CC(=NNC(=S)N1CCN(C2CCCCCC2)CC1)c1ccccn1 ?
CCR6 antagonist: 46; EBI2 antag: -5; CXCR6 inh: 15; Gli-Sufu block: 65*

How did O=c1cc(CN2CCN(c3ccccc3)CC2)c2cc(O)c(-c3ccccc3)cc2o1 do in these assays?
APJ antagonist: -14; CCR6 antagonist: -14; UBC13 polyUb: -17; EBI2 antag: -8; 697 NFkB inh: -20; CXCR6 inh: -12; Jurkat NFkB inh: 5; Gli-Sufu block: 7

How did O=C(c1ccc(C(F)(F)F)cc1)N1CCC(=O)N(C(COCc2ccc(C(F)(F)F)cc2)Cc2ccccc2)CC1 (stereo not drawn) do in these assays?
APJ antagonist: -20; CCR6 antagonist: 7; UBC13 polyUb: 2; EBI2 antag: 10; 697 NFkB inh: -3; CXCR6 inh: 3; Jurkat NFkB inh: 18; Gli-Sufu block: 9

How did COc1ccc(CNC(=O)C(Cc2ccccc2)n2cccc2)cc1 (stereo not drawn) do in these assays?
APJ antagonist: 14; CCR6 antagonist: 15; UBC13 polyUb: 19; EBI2 antag: 6; 697 NFkB inh: 10; CXCR6 inh: -3; Jurkat NFkB inh: -6; Gli-Sufu block: 3

How did Fc1ccc(CN2CCCCCCC2)cc1 do in these assays?
APJ antagonist: 13; CCR6 antagonist: 6; UBC13 polyUb: 2; EBI2 antag: -1; 697 NFkB inh: 18; CXCR6 inh: 1; Jurkat NFkB inh: -10; Gli-Sufu block: 3

Source: PubChem BioAssay
